Compound activity: PubChem BioAssay, National Center for Advancing Translational Sciences (NCATS)
MCF10A rereplic – inducers of DNA re-replication in MCF 10A breast cells; MCF 10A DNA re-replication, Hoechst nuclear intensity, 48 h; Potency, µM (top dose mostly 46.1 µM), inactives show top-dose activity, positive = re-replication, hits mostly activators; actives 2.9% (n = 350,000); AID 624296; also: potency is read from the fitted curve at half-maximal effect; % of control where 0% means no effect; nearly all actives have a fitted effect of over 50% in size
ATXN2 expr inh – reduces ATXN2 reporter expression in HEK-293 cells; HEK-293 ATXN2-luciferase reporter, luminescence, 24 h; Potency, µM (top dose mostly 57 µM), for inactives: at the top dose activity change, negative = inhibition, most hits filed as inhibitors; actives 0.72% (n = 360,000); also: potency is read from the fitted curve at half-maximal effect; % is scaled to controls: 0 for no effect and ±100 for the full control effect; nearly all actives have a fitted effect of over 55% in size
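qHTS (up to 57 uM final) was run with 24 h compound exposure of reporter cells at 37 °C. Each well was multiplexed: SteadyGlo luminescence measured ATXN2-luciferase expression after a fluorogenic Gly-Phe-AFC viability readout (25 uM final).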
Nrf2 activator – activators of Nrf2 (ARE) signaling; AREc32 ARE-luciferase reporter (MCF7-derived line), luminescence, 24 h; Potency, µM (highest dose often 46.1 µM), for inactives: at the top dose activation, most hits filed as activators; actives 0.31% (n = 410,000); also: potency is read from the fitted curve at half-maximal effect; % of control where 0% means no effect; nearly all actives have a fitted effect of over 65% in size
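Reporter line AREc32 (ARE-Fluc), seeded overnight in OPTI-MEM with 5% FBS; compound pin-transferred, 24 hr at 37 deg C, 5% CO2; luminescent read-out.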
IL1B secr inh – blocks inflammasome-driven IL-1 beta release; THP-1 LPS/ATP IL-1B secretion, AlphaLISA, 16 h; hits give low values; activity change, % at 57.5 µM; actives 4.7% (n = 360,000); in the data active = activity change below about -50%; inconclusive = mostly about -30% to -49%; also: % is scaled to controls: 0 for no effect and ±100 for the full control effect
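Secreted IL-1B measured by AlphaLISA bead assay after 16 h compound exposure of THP-1 cells; compounds (final up to 57.5 uM) added 1 h before LPS (250 ng/mL) and ATP (1.25 mM) stimulation; lower signal means less secretion.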
HepG2 viability – counter-screen for TGF-b inhibitors: cytotoxicity in HepG2 cells; HepG2 CAGA-GFP viability, ATP luminescence, 18 h; Potency, µM (titrated, usually from 46.1 µM), inactives show top-dose activity change, negative = cytotoxicity, actives largely listed as cytotoxic; actives 0.76% (n = 410,000); AID 588856; also: potency is read from the fitted curve at half-maximal effect; some results filed as inactive show a strong effect at the top dose
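CellTiter-Glo luminescence gave cytotoxicity after 18 hours at 37 degrees C. The cells were HepG2 CAGA-GFP in 1% FBS DMEM, stimulated with 500 pg/mL TGF-beta after compound addition. %Activity was normalised to no-cell wells (complete cell-killing) and DMSO (no toxicity), and curves were fitted and classified.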
Nrf2 block – blocks Nrf2 signaling | A549 ARE-Fluc reporter, luciferase luminescence, 18-24 h | AID 504444 | actives 2.1% (n = 360,000) | Potency, µM (doses to about 46 µM), for the others: top-dose activity change, negative = inhibition, hits mostly inhibitors; also: potency is read from the fitted curve at half-maximal effect; % is scaled to controls: 0 for no effect and ±100 for the full control effect; nearly all actives have a fitted effect of over 60% in size
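In this cell-based qHTS, ARE-driven firefly luciferase in A549 cells reports Nrf2 activity; the luminescent signal after BugLite lysis is the measured value, with a prior CellTiter-Fluor read for cell health.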
A549 tox – A549 cytotoxicity, counter-screen for Nrf2 inhibitors | A549 ARE-Fluc cells, CellTiter-Fluor viability, 18-24 h | Potency, µM (top dose mostly 46 µM), for inactives: at the highest dose activity change, negative = cytotoxicity, hits mostly inhibitors | actives 0.16% (n = 390,000); also: potency is read from the fitted curve at half-maximal effect; % is scaled to controls: 0 for no effect and ±100 for the full control effect
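A549 ARE_Fluc cells in 5% FBS OPTI-MEM were exposed to compounds in concentration-response for 18-24 h at 37 deg C. Viability was read by CellTiter-Fluor fluorescence (Ex 405/Em 525) after 30 min, before the luciferase read.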
TGFb inhibitor – inhibitors of TGF-b signaling; HepG2 CAGA-GFP TGF-b/SMAD3 reporter, GFP fluorescence, 18 h; TGF-beta stimulated, 500 pg/mL final; Potency, µM (highest dose often 46.1 µM), inactives show top-dose activity, negative = inhibition, most hits filed as inhibitors; actives 1.2% (n = 410,000); also: potency is read from the fitted curve at half-maximal effect; % is scaled to controls: 0 for no effect and ±100 for the full control effect; nearly all actives have a fitted effect of over 65% in size
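GFP signal (ex488/em500-530) from TGF-beta-stimulated HEPG2 CAGA-GFP cells, 500 pg/mL final, 18 h at 37 degrees C in DMEM plus 1% FBS, normalized to unstimulated and DMSO-stimulated controls.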
S2 tox – reduces viability in counter-screen for ATXN expression inhibitors | S2 cells (HEK-293 line with an ATXN2-luciferase reporter) viability, CellTiter-Fluor protease fluorescence, 24 h | Potency, µM (series often up to 56.7 µM), usual class: cytotoxic | actives 0.49% (n = 400,000) | AID 651635; also: potency is read from the fitted curve at half-maximal effect; nearly all actives have a fitted effect of over 40% in size
The depositor's hits bear a star; i = inactive; ? = inconclusive; . = not tested or not shown; & = joins results of further samples; [ ] = remark or other dose. Unless noted, calls follow the shape of the dose curve; as a rule, active = well fitted curve in the direction sought with a large enough effect; inconclusive = small, poorly fitted or top-dose-only effect, or another doubt; inactive = no such curve, though single readings can be large; an effect the other way counts as inactive or inconclusive.

SMILES	MCF10A rereplic	ATXN2 expr inh	Nrf2 activator	IL1B secr inh	HepG2 viability	Nrf2 block	A549 tox	TGFb inhibitor	S2 tox
CC(Oc1ccc(F)cc1F)C(=O)NNC(=S)NCC1CCCO1 (stereo not given)	-0.1%	-2.4%	-0.6%	0.0	8.8%	-13.1%	-0.7%	0.1%	i
CCSc1ccc([C@@H]2[C@@H]3C(=O)N(C)C(=O)[C@@H]3[C@]3(C(=O)OC)CCCCN23)cc1OC	16.6%	9.0%	-0.8%	6.3	5.8%	-9.4%	2.5%	13.3%	i
O=C(Cn1nnc(-c2ccccc2Cl)n1)N/N=C/c1ccc(-c2cccc(Cl)c2)o1	?	-28.7%	-0.7%	-3.5	12.1%	-26.6%	-7.9%	3.9%	?
CCn1nc(C)c(C(=O)Nc2cc(Oc3ccc(Cl)cc3)cc([N+](=O)[O-])c2)c1C	8.2µM*	-21.2%	0.1%	17.2	-28.8%	?	5.7%[1.84 µM]	?	i
CN(Cc1ccccc1)C(=O)c1ccc2c(c1)N(Cc1ccccc1Cl)C(=O)c1ccccc1S2	.	.	3.4%	.	-3.3%	.	-11.2%	-11.3%	.
Oc1c(I)cc(I)c2cccnc12	?	2.1%&4.6%	4.2%	20.5	-25.0%	?	-6.8%	-17.5%	i
Cc1cccc(CC(C)NC(=O)c2cc(COc3ccc(C)c(C)c3)on2)n1 (stereo not given)	3.3%	26.2%	4.0%	?	-30.1%	8.7%	2.7%	?	i
O=C(NN1C(=O)C2C(c3ccccc3)C=CC(c3ccccc3)C2C1=O)c1cccc(Br)c1 (stereo not given)	?	-2.1%	11.2µM*	-14.3	-25.7%	-8.3%	6.8%	?	i
O=c1[nH]cnc2sc3c(c12)CCC3	8.1%	-9.7%	0.2%	10.0	-33.0%	?	4.8%	2.6%	i
COc1cc2c(CCNC(C)=O)c[nH]c2cc1Cl	3.7%	3.8%	-0.4%	2.3	8.9%	4.5%	-6.7%	38.4%[activator]	i
COc1ccc(NC(=O)COC(=O)C(CC(C)C)N2C(=O)C3CC=CCC3C2=O)cc1Cl (stereo not given)	?	-6.4%	-1.3%	-4.9	13.5%	0.3%	1.7%	5.7%	i
Cc1ccccc1-c1nc(CN2CCC(C(=O)NCCc3ccccc3)CC2)c(C)o1	.	-7.0%	0.0%	.	-18.0%	-6.1%	-9.8%	-23.5%	i
Cn1ncc2c(Nc3cccc([N+](=O)[O-])c3)ncnc21	9.6%	.	10.6%	-1.1	0.9%	1.5%	1.5%	10.8%	i
CCOC(=O)C1=C(C)Nc2nnnn2C1c1ccccc1Cl (stereo not given)	-1.6%	1.0%	1.8%	25.6	6.1%	.	0.1%	7.5%	i
CCCCCCCNC(=O)C1(CC2CC(c3cccc(Br)c3)=NO2)CCN(C(=O)c2cc(OCC)c(OCC)c(OCC)c2)CC1 (stereo not given)	?	6.4%	0.1%	-24.2	3.9%	21.0%	-13.1%	6.4%	i
CCOC(=O)N1CCN(c2cc(=O)n(-c3ccccc3C)c(=O)[nH]2)CC1	-2.0%	.	-1.1%	-9.5	-2.1%	-6.5%	-11.9%	-1.4%	i
O=C(CCl)N(c1ccccc1)c1ccccc1	?	?	-1.8%	-108.0*	11.2µM*	-7.0%	-2.5%	?	.
O=C(O)c1ccc(-c2cccc(-c3nn4c(=O)cc(N5CCNCC5)nc4s3)c2)cc1	.	-4.0%	-0.8%	.	-2.3%	7.0%	1.1%	3.4%	i
Cc1ccc(C)c(-n2c(N)c(C#N)c3nc4ccccc4nc32)c1	.	-4.2%	0.1%	.	-7.2%	-2.3%	10.6%	15.2%	.
CC1Cc2ccccc2N1Cc1nc2cc(Cl)ccc2c(=O)[nH]1 (stereo not given)	?	-8.7%	5.5%	-21.9	-31.5%	.	-0.5%	?	i
CC(=O)Nc1cc([N+](=O)[O-])ccc1N1CCOCC1	-7.2%	.	0.0%	-3.9	6.4%	0.9%	-12.6%	10.1%	i
Cc1cc(C)c(S(=O)(=O)O)c(C)n1	2.2%	5.2%	0.3%	20.6	4.5%	21.0%	-0.2%	11.3%	i
COc1ccc(CCNC(=O)COC(=O)CCC(=O)c2ccc(F)cc2)cc1OC	2.8%	-2.7%	0.2%	7.5	-0.7%	14.3%	0.1%	-2.0%	i
O=C(CCc1nnc(CCCCc2ccccc2)o1)NCc1cc(F)ccc1F	-6.1%	-20.7%	0.6%	-3.9	-5.6%	-17.9%	-0.2%	-29.0%	i
CC1CC(C)CN(CCCn2c(=S)[nH]c3ccccc3c2=O)C1 (stereo not given)	-0.9%	-13.7%	-0.5%	18.2	-16.0%	.	8.0%	5.6%	i
COc1cc(-c2nnc(NC(=O)CS(=O)(=O)c3ccc(F)cc3)o2)cc(OC)c1OC	?	6.2%	0.4%	15.7	3.9%	9.0%	1.2%	11.4%	?
O=C(C1CCN(S(=O)(=O)c2cccs2)CC1)N1CCN(c2cccc(Cl)c2)CC1	.	-7.4%	0.3%	.	-32.2%	?	-0.2%	?	i
CCc1ccccc1NC(=O)CCS(=O)(=O)c1ccc(C)cc1	0.7%	-1.9%	-0.7%	-13.6	-4.9%	-2.0%	6.5%	-1.9%	i
O=c1[nH][nH]c(=O)c2c(NS(=O)(=O)c3ccccc3)cccc12	9.9%	30.5%	12.4%	?	-39.4%	?	9.2%	-16.9%	.
CCOC(=O)c1c(NC(=O)CCN2C(=O)c3ccccc3C2=O)sc(C(=O)OC(C)C)c1C	14.4%	0.2%	-0.3%	2.7	-28.4%	18.5%	-0.3%	6.5%	i
OCC1CCCCN1CCNCc1cn[nH]c1-c1cccc2ccccc12 (stereo not given)	-4.8%	2.6%	-0.4%	?	-2.5%	5.8%	-2.5%	0.3%	i
COCCn1c(=NC(=O)CSC(C)=O)sc2cc(OC)ccc21	16.2%	-18.8%	-0.1%	-21.4	-5.4%	-9.2%	-11.2%	0.1%	?
O=C(CN1C2=NCCN2c2ccccc21)N1CCOCC1	4.6%	0.4%	0.1%	-11.9	-7.7%	-14.4%	-5.0%	-4.3%	i
O=C(NC1CCCCCCC1)c1ccco1	-1.7%	43.9%[activator]	3.4%	-12.4	15.9%	.	-4.6%	-3.0%	i
Cc1csc(NC(=O)CCc2c(C)nc3cc(-c4cccc(F)c4)nn3c2C)n1	1.7%	?	0.3%	-0.5	-7.3%	?	3.2%	?	i
COc1ccc(N2CCN(C(=O)c3ccc(S(=O)(=O)NCc4ccco4)cc3)CC2)cc1	12.0%	-10.7%	2.8%	4.4	0.2%	-17.7%	3.6%	-11.0%	i
O=[N+]([O-])c1cccc(N/N=C/c2cc([N+](=O)[O-])ccc2O)c1	?	45.0%[activator][11.3 µM]	2.9%	-9.4	1.2%	-60.3%	?	-3.4%	i
CN(C1CCS(=O)(=O)C1)S(=O)(=O)c1ccc(N2CCCC2=O)cc1 (stereo not given)	-3.3%	10.1%	-0.1%	27.0	-1.4%	4.0%	-9.9%	0.1%	i
CC(OC(=O)c1ccc(NC(=O)CC#N)cc1)C(=O)Nc1ccc2c(c1)OCCO2 (stereo not given)	-0.6%	-4.9%	0.0%	-8.8	-6.2%	2.7%	-1.1%	6.2%	i
Cc1ccc2nc(Cl)c(/C=N/NC(=O)CN3CCOCC3)cc2c1	-3.5%	1.1%	-0.1%	-3.9	22.6%	?	-0.4%	7.8%	i
Cc1cc(C)c2c(n1)SCC(=O)N2CC(=O)Nc1cc(F)ccc1F	13.1%	8.3%	-0.5%	15.9	6.3%	-11.5%	-7.3%	-14.4%	i
CN(C)c1cc(O)c(C(=S)Nc2ccccc2)c(N(C)C)c1	?	30.2%	11.0%	4.7	-5.5%	9.1%	2.3%	-9.5%	i
CC(CN(C)Cc1ccccc1)OC(=O)c1ccc2c(c1)OCCO2 (stereo not given)	-0.3%	78.4%[activator]	1.9%	1.7	3.1%	26.0%	-0.8%	-8.2%	i
O=C(Nc1nc(-c2ccncc2)cs1)c1ccc(S(=O)(=O)N2CCOCC2)cc1	-5.4%	-6.4%	0.2%	1.6	3.8%	-19.9%	-10.2%	-21.1%	i
CCOC(=O)c1cc2cc(C)ccc2[nH]1	-1.7%	12.0%	2.7%	-15.3	-0.2%	-4.7%	-7.6%	-13.5%	i
COc1ccc(Sc2nc3ccccc3n3c(C(F)(F)F)nnc23)cc1	12.3%	-12.1%	0.2%	12.2	0.8%	14.8%	-4.0%	-7.9%	i
COc1cc(C(=S)N2CCCC2)cc(OC)c1O	-1.0%	2.7%	-0.5%	-2.6	1.2%	6.0%	-9.1%	-27.9%	i
CCc1nnc(NC(=O)c2ccncc2)s1	.	4.7%	-0.3%	1.0	-27.4%	9.6%	-6.8%	-14.3%	i
COc1ccc(OC)c(NC(=O)CCn2c(=S)[nH]c3ccccc3c2=O)c1	17.2%	-7.6%	-0.1%	29.1	4.6%	8.0%	0.0%	0.8%	i
CN(C)c1ccc(Nc2ncnc3ccc(Br)cc23)cc1	16.2%	5.5%	0.3%	-10.1	-38.2%	?	-5.8%	-14.0%	i

More compounds follow:
SMILES	MCF10A rereplic	ATXN2 expr inh	Nrf2 activator	IL1B secr inh	HepG2 viability	Nrf2 block	A549 tox	TGFb inhibitor	S2 tox
Cc1ccccc1OCc1ccc(C(=O)N2CCOCC2)o1	-4.1%	4.8%	0.2%	-4.3	-7.0%	14.9%	9.4%	1.2%	i
Cc1nc2c(-c3ccccc3)c(C)nn2c(C)c1CCC(=O)Nc1ccccc1F	.	?	-0.8%	.	-0.7%	?	-7.9%	?	?
O=C(CCNC(=O)c1ccccc1)NCCCc1ccccc1	-3.6%	.	0.1%	9.3	-4.8%	7.4%	1.8%	-5.5%	i
COC(=O)C1=C(N)Oc2cc(C)n(Cc3cccnc3)c(=O)c2C1c1ccc(OC)c(OC)c1OC (stereo not given)	2.8%	4.8%	-0.5%	11.0	-18.3%	6.9%	2.7%	2.6%	i

Outcome played no part in choosing rows; any-hit rate near 8.8%.
